eIF4E 4G PPI = inhibitors of eIF4E and eIF4G interaction in translation initiation. AID 782. TR-FRET eIF4E-eIF4GI(517-606) binding, 2 h. 220,000 tested, 0.37% active. inhibition, % at 21.7 µM;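 further: 0% = full FRET control wells and 100% = background wells lacking eIF4GI fragment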
NCF1 inh = blocks human p47phox regulatory protein of NADPH oxidases; P14598; p47phox/p22phox peptide binding, fluorescence polarization, 2 h; inhibition, % at 24.7 µM; 220,000 tested, 0.53% active; AID 1274;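 further: 0% = p47phox with labelled peptide and 100% = labelled peptide alone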
Target sequence (P14598 whole entry, looked up): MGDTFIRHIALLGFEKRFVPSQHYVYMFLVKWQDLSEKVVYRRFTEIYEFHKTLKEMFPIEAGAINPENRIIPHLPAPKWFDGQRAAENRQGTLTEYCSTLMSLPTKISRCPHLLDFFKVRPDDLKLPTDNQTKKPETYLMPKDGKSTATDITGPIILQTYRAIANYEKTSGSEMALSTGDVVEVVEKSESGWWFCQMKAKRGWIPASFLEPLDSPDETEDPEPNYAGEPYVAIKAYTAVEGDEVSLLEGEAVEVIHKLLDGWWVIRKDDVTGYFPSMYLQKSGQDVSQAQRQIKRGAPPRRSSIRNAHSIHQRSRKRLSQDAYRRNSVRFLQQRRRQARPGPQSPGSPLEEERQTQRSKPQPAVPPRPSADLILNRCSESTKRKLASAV
Thrombin inh = blocks human thrombin protease activity; P00734; alpha-thrombin, Boc-VPR-AMC fluorogenic substrate cleavage; inhibition, % at 5 µM; 220,000 tested, 0.26% active;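 active means inhibition at or above 40%; inactive means inhibition below 40%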;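 further: 0% = enzyme with no compound and 100% = wells without enzyme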
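Test system: human alpha-thrombin; medium: pH 7.5 Tris-saline with Tween 20; times: reaction at room temperature; signal: AMC fluorescence at 355 nm excitation and 460 nm emission; also added: Boc-VPR-AMC substrate, 15 µM final; dosing: one concentration per compound, 5 µM, with 0.2% DMSO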
14-3-3 Bad inh = disrupts binding of bovine 14-3-3 zeta to phospho-Bad peptide. TR-FRET 14-3-3zeta/Dy647-pBad peptide displacement, 1 h. P63103. 220,000 tested, 0.71% active. inhibition, % at 21.7 µM. AID 781;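 active means inhibition above about 70%, limit read from the data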;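 further: 0% = full 14-3-3 plus peptide FRET controls and 100% = background without 14-3-3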
EBV gp42 block = EBV gp42 inhibition. Fluorescence polarization binding assay, mP read-out. AID 1085. 220,000 tested, 0.42% active. inhibition, % (tested at 21.74 µM); in the data active means inhibition above about 50%
KCC2 mod = KCC2 (human) Cl- transport modulation; 190,000 tested, 2.2% active; KCC2 cells, thallium flux FluoZin-2 fluorescence; B-score of Tl+ flux slope (higher = more flux/activation; lower = inhibition) at 10 µM;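 active means thallium flux slope and its plate-corrected score both differing from the plate sample mean at a set confidence after two filtering rounds, in either direction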;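 further: slope of fluorescence scaled to starting intensity during 10 to 20 s after thallium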
hK5 inh = kallikrein 5 (human) inhibition | Q9Y337 | recombinant hK5, fluorogenic AMC substrate cleavage | inhibition, % at 5 µM | 210,000 tested, 0.59% active | AID 873;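 active means inhibition of 40% or more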;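 further: 0% = enzyme controls without compound and 100% = no-enzyme blanks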
Target sequence (Q9Y337 67-293 limits assumed): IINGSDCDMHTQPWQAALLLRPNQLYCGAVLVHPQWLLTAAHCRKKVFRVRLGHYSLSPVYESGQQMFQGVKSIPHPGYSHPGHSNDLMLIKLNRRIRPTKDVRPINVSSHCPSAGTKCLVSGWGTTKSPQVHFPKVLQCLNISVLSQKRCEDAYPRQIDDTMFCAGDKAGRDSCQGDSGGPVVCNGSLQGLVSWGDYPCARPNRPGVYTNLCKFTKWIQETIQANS
Furin inh = human furin inhibition. AID 463115. 220,000 tested, 0.061% active. P09958. inhibition, % at 30 µM. purified furin, fluorogenic substrate cleavage; in the data active means inhibition above about 25%; further: inactives centre near -15
Rad51 HR inh = Rad51 (human) homologous recombination inhibition. Q06609. hRad51 DNA strand exchange, fluorescence dequenching. inhibition, % at 10 µM. 200,000 tested, 0.085% active. AID 1385;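 active means inhibition above 40% at the single screening dose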;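 further: 0% = DMSO control wells and 100% = blanks with heterologous ssDNA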
Target sequence (Q06609 whole entry, looked up): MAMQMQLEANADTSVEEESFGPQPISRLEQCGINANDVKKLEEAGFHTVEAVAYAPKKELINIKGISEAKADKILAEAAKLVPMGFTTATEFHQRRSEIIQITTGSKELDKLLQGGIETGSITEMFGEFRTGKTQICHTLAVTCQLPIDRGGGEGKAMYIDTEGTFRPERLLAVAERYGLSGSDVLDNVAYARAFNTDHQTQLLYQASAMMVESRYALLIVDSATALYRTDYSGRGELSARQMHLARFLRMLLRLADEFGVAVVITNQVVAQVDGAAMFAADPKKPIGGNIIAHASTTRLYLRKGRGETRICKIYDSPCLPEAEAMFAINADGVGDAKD
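Test system – preformed human Rad51 ssDNA filaments · Reagent – Donor/quencher-labelled 47-bp dsDNA substrate · Incubation – 37 °C 15-min filament assembly, 30-min compound preincubation, 15-min exchange · Signal – FRET fluorescence dequenching, excitation 485 nm, emission 520 nm · Read-out – percent inhibition from fluorescence, normalised to plate control and blank means · Benchmarks – plate control and blank wells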
* = called active by the depositor; x = no result given; [ ] = remark or other dose.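 How the source made its calls, unless noted: active means inhibition above about 30% (limit read from the data); inactive means the rest.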

SMILES	eIF4E 4G PPI	NCF1 inh	Thrombin inh	14-3-3 Bad inh	EBV gp42 block	KCC2 mod	hK5 inh	Furin inh	Rad51 HR inh
COC(=O)c1ccccc1NC(=O)NCc1cccnc1	1	0	-3	-10	-10	-0.12	3	-17[20 µM]	1
c1ccc(Oc2cccc(CN3CCOCC3)c2)cc1	13	-2	2	47	5	0.046	2	-18	1
Cc1ccc(NC(=O)CCC(=O)N/N=C/c2cc([N+](=O)[O-])ccc2O)cc1	-1	-9	-5	1	-18	-0.41	-47	-24	x
Oc1ccccc1Cn1c(-c2ccccc2O)nc2ccccc21	9	-14	-1	-3	-10	1.2	1	-5[20 µM]	-6
O=C1C2C(C(=O)N1CCN1CCN(Cc3ccc([N+](=O)[O-])cc3)CC1)[C@H]1C=C[C@@H]2C1 (stereo partly specified)	-8	3	2	-3	-1	-1.7	0	-9	x
N=C1SCC(=O)N1c1nc(-c2ccccc2)cs1	-1	-26	4	9	-25	0.48	-16	-21[20 µM]	-7
CNC(=O)CCSc1ccc(C)cc1	1	-7	0	7	-16	-0.46	-5	-21[20 µM]	-4
CCN1CCCC1CNC(=O)c1ccc(Sc2ccccc2Cl)c([N+](=O)[O-])c1 (stereo unspecified)	-6	-11	0	-10	-3	0.38	-15	-5	39
Nc1nonc1C(=O)NCCN=Cc1cc(Cc2ccccc2)cc(Br)c1O	-3	-8	1	22	-2	x	-9	-15	x
CCOc1nc(NCCN2CCOCC2)nc(Nc2ccc([N+](=O)[O-])cc2)n1	-2	-8	-11	-9	9	-0.68	-3	-4	-25
Cc1ccc(NC(=S)N(CCN(C)C)Cc2cc3cccc(C)c3[nH]c2=O)cc1	1	-6	-7	-3	10	0.41	-4	2	5
CC(=O)Nc1ccc(S(=O)(=O)Nc2cccc(-c3cn4c(n3)SCC4)c2)cc1	0	-19	4	-1	1	0.22	-34	-18	-1
Cc1ccc(-c2c[nH]c(=S)n2-c2ccccc2)cc1	1	-3	-3	1	4	7.3*	1	-18	-6
CC12CN(C(=O)c3ccc([N+](=O)[O-])cc3)CC(C)(CN(C(=O)c3ccc([N+](=O)[O-])cc3)C1)C2=O	8	-9	-2	8	-7	-1.3	0	-12	1
O=c1c2[nH]c3ccccc3c2ncn1Cc1ccncc1	6	-8	0	-1	-14	x	-16	-15	1
COc1ccc(C(=O)NCCc2cn3ccccc3n2)cc1	-4	5	-8	-9	-1	-0.4	-1	-14	x
O=C(CNC(=O)c1ccc(Br)cc1)N/N=C/c1ccc[nH]1	4	-12	1	-4	-15	0.88	-7	-22	20
CC(Oc1ccccc1)C(=O)N=Nc1c(O)[nH]c2ccc([N+](=O)[O-])cc12 (stereo unspecified)	-2	-7	2	2	-1	-1.8	-23	-7	15
C/C(CCc1ccc2c(c1)OCO2)=N\N=C(/N)SC1CC(=O)N(c2ccc(Cl)cc2)C1=O (stereo unspecified)	-29	-10	1	-13	-5	-0.75	-28	-6[20 µM]	0
CCc1ccc(CN(C)CCc2ccccn2)cc1	-10	1	15	41[fluorescence artefact?]	8	x	-22	-9	-2
CCOc1ccc(C(CCc2ccccc2)NC(=O)c2ccccc2OC)cc1OCC (stereo unspecified)	1	-3	-1	5	11	-1.3	6	-7[20 µM]	4
Cc1ccc(O)c(C2=Nc3ccccc3N=C(c3ccc([N+](=O)[O-])cc3)C2)c1	4	6	-3	12[fluorescence artefact?]	-8	-0.78	4	-15	0
Cc1cccc(-c2nsc(SCC(=O)c3ccc(Cl)cc3)n2)c1	-9	-8	-4	-8	-3	2	-2	-13	-9
Brc1ccc2[nH]ncc2c1	-4[fluorescence artefact?]	-6	-3	2[fluorescence artefact?]	-6	0.46	-23	-11[20 µM]	-4
NC(=O)CSc1nc2ccccc2n1Cc1ccccc1	3	-7	-11	-10[fluorescence artefact?]	-4	0.72	-36	-4	x

Going on with the list:
SMILES	eIF4E 4G PPI	NCF1 inh	Thrombin inh	14-3-3 Bad inh	EBV gp42 block	KCC2 mod	hK5 inh	Furin inh	Rad51 HR inh
N#Cc1cccc(-n2nnnc2-c2ccc3c(c2)OCO3)c1	1	-3	0	-4	-10	-0.034	-14	-15[20 µM]	-1
O=C1N=C(c2ccccc2)S/C1=C\c1cccs1	0[fluorescence artefact?]	-19	61*	22[fluorescence artefact?]	-98	-0.11	2	-7[20 µM]	-35
Cc1cc(NC(=O)CSc2nncn2-c2ccccc2)no1	0	-10	-3	28	-16	-0.17	-21	-17	-6
COc1ccc2c(CC(=O)NCc3cccs3)coc2c1	4	-5	-2	-10	2	-1.1	-9	-23	6
COC(=O)c1ccc(CSc2nncn2N)cc1	2	-3	3	-9	-21	1.1	-3	-22	5
c1ccc(-c2noc(CN3CCN(c4cnccn4)CC3)n2)cc1	-3	1	-4	-7	-11	0.61	9	-21	x
CCn1c(=NC(=O)c2ccc(S(=O)(=O)N3CCOCC3)cc2)sc2cccc(OC)c21	10[fluorescence artefact?]	-10	1	-9[fluorescence artefact?]	-11	x	-4	-15	-1
CCC(=O)NCCc1nc2ccccc2n1CC	-1	1	-2	5	-13	x	1	-14	2
O=C(CN1CCN(Cc2ccccc2)C1=O)NCc1cccs1	2[fluorescence artefact?]	-7	-1	1	-8	x	-1	-21	-9
COc1cc(/C=N/NC(=S)N/N=C/c2cc(OC)c(OC)c(OC)c2)cc(OC)c1OC	-18[fluorescence artefact?]	-1	2	-6	4	0.92	1	-2	-6
CCOc1ccc(C(=O)N2CCN(c3cccc(Cl)c3)CC2)cc1	-2	-6	4	-16	11	-0.26	-7	-19	12
CC(=O)c1cn(CC(=O)NCC2CCCO2)c2ccccc12 (stereo unspecified)	-1	-2	0	-3	-1	0.031	-12	-18[20 µM]	-5
COc1cccc(Cn2cnc3c(NS(=O)(=O)c4cccc(Cl)c4Cl)c(C)c(C)cc32)c1	x	-67	-4	x	-15	x	-4	1[20 µM]	4
CSc1nnc(CSc2cc(C)nc(N(C)C)n2)o1	7[fluorescence artefact?]	18	-5	8[fluorescence artefact?]	-33	-0.02	-6	-13	3
COc1ccc(CCNC(=O)C2(C)CCC(=O)N2CCC(C)C)cc1OC (stereo unspecified)	0	-16	0	-2[fluorescence artefact?]	-11	1.2	-6	-22	-10
Cn1c(=O)c2c(nc(NCC(O)CO)n2CCc2ccccc2)n(C)c1=O (stereo unspecified)	5	0	-6	-21	8	x	-13	-22	27
CC(C(=O)Nc1ccccc1-c1ccccc1)N1CCOCC1 (stereo unspecified)	2	-3	3	0	-6	0.068	-18	-23[20 µM]	-3
NS(=O)(=O)c1ccc(NC(=O)COc2ncnc3sccc23)cc1	-4	-11	3	-1	0	1.2	-2	-5	-6
COc1ccc(CCNC(=O)CSc2n[nH]c(C)c2[N+](=O)[O-])cc1OC	1	-16	4	10	-12	0.51	-13	-10	9
Cc1cccc(NC(=S)NCCN(C2CCCCC2)C2CCCC2)c1	-2	-3	-13	-6	-4	0.77	3	-15	-6
CCCC(=O)Nc1cccc(NC(=S)NC(=O)C(C)Oc2ccc(Cl)cc2Cl)c1 (stereo unspecified)	-1[fluorescence artefact?]	-8	-4	0	6	-0.22	-3	-15	-26
CCN1CCN(Cc2ccc(NC(=O)c3cc(NC(=O)c4nccnc4N)cc(OC)c3)cc2C(F)(F)F)CC1	-3	-40	-1	-4	2	0.19	1	-27	4
CCOC(=O)N1CCN(C(=O)CCc2ccc(S(=O)(=O)NCCc3ccccc3)cc2)CC1	3	-2	2	10	-22	-0.75	-16	-13[20 µM]	-4
C=CCN(c1ccccc1)S(=O)(=O)c1ccc(Cl)c(C(=O)OCC(=O)NCCCN2CCCC2=O)c1	0	0	-1	-10	-1	-0.032	1	-18	-5
O=C(/C=C/c1cccc(Br)c1)NCc1ccncc1	-1	-8	4	-14	3	-0.44	-14	-22	1

Six entries already listed, sorted by molecular weight, lowest first.
SMILES	eIF4E 4G PPI	NCF1 inh	Thrombin inh	14-3-3 Bad inh	EBV gp42 block	KCC2 mod	hK5 inh	Furin inh	Rad51 HR inh
COC(=O)c1ccc(CSc2nncn2N)cc1	2	-3	3	-9	-21	1.1	-3	-22	5
O=c1c2[nH]c3ccccc3c2ncn1Cc1ccncc1	6	-8	0	-1	-14	x	-16	-15	1
NS(=O)(=O)c1ccc(NC(=O)COc2ncnc3sccc23)cc1	-4	-11	3	-1	0	1.2	-2	-5	-6
COc1ccc(CCNC(=O)CSc2n[nH]c(C)c2[N+](=O)[O-])cc1OC	1	-16	4	10	-12	0.51	-13	-10	9
CCOC(=O)N1CCN(C(=O)CCc2ccc(S(=O)(=O)NCCc3ccccc3)cc2)CC1	3	-2	2	10	-22	-0.75	-16	-13[20 µM]	-4
C=CCN(c1ccccc1)S(=O)(=O)c1ccc(Cl)c(C(=O)OCC(=O)NCCCN2CCCC2=O)c1	0	0	-1	-10	-1	-0.032	1	-18	-5

Carrying on.
SMILES	eIF4E 4G PPI	NCF1 inh	Thrombin inh	14-3-3 Bad inh	EBV gp42 block	KCC2 mod	hK5 inh	Furin inh	Rad51 HR inh
Cc1cnc(C)c(N(C)NC(=S)Nc2ccccc2)n1	-3	-3	0	1	-5	0.41	-12	-20	x
O=c1c2ccccc2[nH]c(=S)n1C1CCCCC1	1	-10	0	-10	-19	69*	-3	-18	9
Cc1ccc(C(=O)N/C(=C/c2ccco2)C(=O)NCCc2c[nH]c3ccccc23)cc1	-5[fluorescence artefact?]	-9	-4	-23	-2	-1.9	-14	-8	-8
COc1ccc2c(c1)O[C@H](c1ccc3c(c1)OCO3)[C@@H](OC(=O)Nc1cc(OC)c(OC)c(OC)c1)C2=O	0	2	-1	81*[fluorescence artefact?]	-12	0.82	-2	-5	x
C=CCSc1nc(-c2ccccc2)c2cc(Cl)ccc2n1	-16	-7	7	-12	3	x	-35	-18[20 µM]	-2
COc1cccc(NS(=O)(=O)c2c(C)cc(C)cc2C)c1	-3	-8	-1	5	1	-0.31	14	-10	-2
COc1ccc(NC(=O)CSc2nnnn2C)c([N+](=O)[O-])c1	7	-2	-7	-17	-16	0.091	1	-23	19
CN(C)c1cccc(C(=O)N/N=C/c2ccccc2F)c1	0	9	-7	-24	-3	0.12	1	-21	-17
COC(=O)CSc1nnc2c3c4c(sc3nc(-n3nc(C)cc3C)n12)COC(C)(C)C4	1	10	0	6	17	0.036	5	-13	-1
COc1cccc(OC)c1OCCCSc1nc(C)cc(=O)[nH]1	-1	-2	0	24	-12	-0.011	-10	-76[20 µM]	9
COc1ccc2c(c1)CCc1c-2nc2ccccc2c1N1CCOCC1	-3	-15	4	-1	1	-1.1	1	-49	8
CN(C(=O)CSc1nnnn1-c1ccccc1)C1CCCCC1	-3[fluorescence artefact?]	-8	0	-6	9	-0.53	4	-4	0
CCOCCCNC(=O)C(c1ccc(Cl)cc1)N1CCN(C(=O)c2ccco2)CC1 (stereo unspecified)	0	18	-3	24	-3	x	-1	-10	-1
Cc1ccccc1NC(=S)NNC(=O)c1cccc(Br)c1	-4	6	-3	-7	-13	11*	-9	-22	-9
CCCC(=O)NC(=S)Nc1nc(-c2ccc(OC)cc2)cs1	0	-10	-8	-1	-17	2.8	-6	-29	0
Cc1c(NC(=O)CN2CC(C)OC(C)C2)c(=O)n(-c2ccccc2)n1C (stereo unspecified)	9	-2	-2	86*	1	0.41	3	-6	4
CCOC(=O)NC1(C(F)(F)F)C(=O)NC(C)=C1C#N (stereo unspecified)	0[fluorescence artefact?]	-10	0	-4	0	1.7	-12	-2[20 µM]	10
CCCC(=O)Nc1ccc(NC(=O)c2ccccc2)nc1	-3	-16	-2	0	-18	x	-1	-35	20

Screening data (PubChem BioAssay)
